CRFBP-R2 agonist = agonists of human CRF-binding protein/CRF-R2 receptor complex; HEK293 CRF-R2/CRF-BP, calcium dye fluorescence (FLIPR); percent of saturating CRF peptide response; activation, % at 13.2 µM; 350,000 compounds, 0.46% hits;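 active means activation of at least 50%, plus an integration ratio under a set limit after plate pattern correction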;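 further: plate controls were neutral control wells without compound for no effect and CRF at EC100 for full effect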
TAAR1 antagonist = human TAAR1 antagonism. Q96RJ0. 360,000 compounds, 1.5% hits. AID 624466. inhibition, % at 3 µM. CHO RD-HGA16 TAAR1, Fluo-8 calcium fluorescence, antagonist;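 active means inhibition above a per-plate cutoff, the mean inhibition of test compounds on that plate plus 3 SD, cut at about 49% in these data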;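 further: 0% = DMSO plus EC80 beta-PEA response and 100% = DMSO alone without agonist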
Target sequence (Q96RJ0 whole entry, looked up): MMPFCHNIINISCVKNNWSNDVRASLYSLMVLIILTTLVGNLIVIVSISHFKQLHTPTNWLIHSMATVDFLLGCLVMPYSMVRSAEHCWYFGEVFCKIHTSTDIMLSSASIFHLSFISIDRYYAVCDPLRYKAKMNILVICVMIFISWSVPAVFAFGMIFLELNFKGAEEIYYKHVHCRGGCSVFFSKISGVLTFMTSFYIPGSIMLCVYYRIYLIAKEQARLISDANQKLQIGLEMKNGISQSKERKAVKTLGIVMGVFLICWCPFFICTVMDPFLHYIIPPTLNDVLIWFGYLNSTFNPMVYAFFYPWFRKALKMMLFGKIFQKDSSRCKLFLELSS
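Assay system: RD-HGA16 CHO cells with stable hTAAR1 and Gα16 / Reagent: EC80 β-phenethylamine stimulus / Doses: 3 µM, single point / Timing: dye loading 75 min at 37 °C, then 30 min room temperature / Measured by: Fluo-8 intracellular calcium dye fluorescence, real-time kinetic reads / Controls: vehicle wells and EC80 agonist wells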
TAAR1 agonist = agonists of human TAAR1; CHO RD-HGA16 TAAR1, Fluo-8 calcium fluorescence; vehicle wells 0%, saturating PEA agonist 100%; activation, % at 3 µM; Q96RJ0; 360,000 compounds, 0.99% hits;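 active means activation above the mean activation of all test compounds in the run plus 3 SD, cut at about 38% in these data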
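Test system: RD-HGA16 (CHO) cells co-expressing Gα16 and hTAAR1; dosing: one-point dosing at 3 µM (nominal); timing: 17-24 h seeding, 75 min 37 °C dye, 30 min RT; signal: kinetic Fluo-8 calcium fluorescence; read-out basis: % activation relative to PEA EC100 response; controls: DMSO and PEA EC100; replicates: n 1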
CRFR2-BP antag = CRF-BP/CRF-R2 complex antagonism | HEK293 CRF-R2/CRF-BP, CRF-induced calcium fluorescence | inhibition, % at 11.8 µM | 350,000 compounds, 0.59% hits;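 active means inhibition of the ligand-induced calcium signal above about 50% at the single tested concentration, limit read from the data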
CHRM5 antagonist = blocks acetylcholine activation of human M5 receptor. 360,000 compounds, 0.59% hits. CHO-hM5 cells, Fluo-8 calcium fluorescence, ACh EC80. AID 624040. P08912. inhibition, % at 3 µM;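 active means inhibition above a per-plate cutoff, the mean of that plate's test compounds plus 3 SD, cut at about 27% in these data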;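 further: 0% = acetylcholine EC80 with DMSO and 100% = DMSO without agonist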
Target sequence (P08912 whole entry, looked up): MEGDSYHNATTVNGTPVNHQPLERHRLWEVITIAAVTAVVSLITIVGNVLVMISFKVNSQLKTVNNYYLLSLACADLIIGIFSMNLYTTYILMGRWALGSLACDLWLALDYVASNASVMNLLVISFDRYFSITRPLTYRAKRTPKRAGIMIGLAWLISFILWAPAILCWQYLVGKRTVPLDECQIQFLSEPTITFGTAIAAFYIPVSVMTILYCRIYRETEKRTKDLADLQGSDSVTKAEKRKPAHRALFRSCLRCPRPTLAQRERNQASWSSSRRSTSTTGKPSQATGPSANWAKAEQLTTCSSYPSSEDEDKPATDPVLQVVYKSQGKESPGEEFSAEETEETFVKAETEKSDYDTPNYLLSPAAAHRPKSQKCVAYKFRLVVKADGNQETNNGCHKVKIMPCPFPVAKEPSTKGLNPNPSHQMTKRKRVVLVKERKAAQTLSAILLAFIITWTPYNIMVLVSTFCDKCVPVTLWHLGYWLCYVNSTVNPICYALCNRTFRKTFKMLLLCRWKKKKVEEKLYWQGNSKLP
M1 PAM parental = counter-screen for M1 PAMs: effect in parental CHO-K1 cells. ATP EC20, Fluo-8 calcium fluorescence; 0% at ATP EC20, 100% at ATP max. activation, % at 3 µM. 360,000 compounds, 0.02% hits;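 active means activation above the run cutoff, the mean activation of all test compounds plus 3 SD, cut at about 40% in these data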;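 further: peak over basal fluorescence ratio in a 140 s read after ATP addition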
M5 ag = CHRM5 agonism in calcium assay. 360,000 compounds, 0.19% hits. P08912. CHO-K1 hM5 cells, Fluo-8 calcium fluorescence; 0% DMSO wells, 100% maximal acetylcholine response. activation, % at 3 µM;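 active means activation above the run's mean over test compounds plus 3 SD, cut at about 23% in these data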;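 further: signal is peak over basal fluorescence ratio across the kinetic read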
M4 PAM = positive allosteric modulators of human muscarinic M4 receptor; P08173; CHO-K1 hM4/Gqi5, Fluo-8 calcium fluorescence, ACh EC20; 0% = ACh EC20, 100% = maximal ACh; activation, % at 3 µM; 360,000 compounds, 0.4% hits;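 active means activation above its plate's cutoff, the mean activation of sample wells plus 3 SD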; further: some results filed as inactive read as strong as hits
CHRM5 PAM = potentiates acetylcholine response at human M5 receptor; CHO-K1 hM5, Fluo-8 calcium, ACh EC20 PAM; 0% = ACh EC20, 100% = ACh EC100; activation, % at 3 µM; 360,000 compounds, 0.3% hits; AID 624038;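 active means activation above the run cutoff, the mean activation of all test compounds plus 3 SD, cut at about 18% in these data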
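Assay system – human M5 receptor in CHO-K1 cells · Read-out – % activation, ACh-normalized · Technique – Fluo-8 calcium fluorescence · Dosing – single-point, 3 µM nominal · Incubation – Fluo-8 loading 80 min at 37 °C plus 30 min room temperature · Repeats – singlicate, one well per test compound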
Starred values were filed as active, the others as inactive.

What do the screens show for `Cc1ccc(-c2[nH]c3cc(C(=O)NCCCn4ccnc4)ccc3c(=O)c2O)cc1`?
CRFBP-R2 agonist: 9.5; TAAR1 antagonist: -11; TAAR1 agonist: 2; CRFR2-BP antag: 7; CHRM5 antagonist: 8; M1 PAM parental: -9; M5 ag: -1; M4 PAM: 1; CHRM5 PAM: 5

How did Cc1cc(C)n(C(=O)CNC(=O)C2COc3ccccc3O2)n1 (stereo unspecified) do in these assays?
CRFBP-R2 agonist: 1.0; TAAR1 antagonist: 16; TAAR1 agonist: 3; CRFR2-BP antag: -5; CHRM5 antagonist: 4; M1 PAM parental: 12; M5 ag: -1; M4 PAM: -3; CHRM5 PAM: -8

What do the screens show for `Oc1c(CN2CCCCC2)cc(COCc2ccccc2)c2cccnc12`?
CRFBP-R2 agonist: -1.2; TAAR1 antagonist: -1; TAAR1 agonist: 4; CRFR2-BP antag: -56; CHRM5 antagonist: 8; M1 PAM parental: 4; M5 ag: -16; M4 PAM: -3; CHRM5 PAM: 1

Results for Cn1c(SCC(=O)Nc2ccccc2F)nc2c(c1=O)SCC2 ?
CRFBP-R2 agonist: 3.3; TAAR1 antagonist: 1; TAAR1 agonist: 3; CRFR2-BP antag: -3; CHRM5 antagonist: 3; M1 PAM parental: 5; M5 ag: 2; M4 PAM: -5; CHRM5 PAM: -5

Results for O=C(OCn1nnc2ccccc2c1=O)C1CCN(S(=O)(=O)c2cccs2)CC1 ?
CRFBP-R2 agonist: -2.1; TAAR1 antagonist: 12; TAAR1 agonist: 10; CRFR2-BP antag: -7; CHRM5 antagonist: -2; M1 PAM parental: 17; M5 ag: 2; M4 PAM: 1; CHRM5 PAM: -2

How did COC(=O)c1cc(C(=O)OCC(=O)NC2CCS(=O)(=O)C2)cc([N+](=O)[O-])c1 (stereo unspecified) do in these assays?
CRFBP-R2 agonist: -0.4; TAAR1 antagonist: -21; TAAR1 agonist: 1; CRFR2-BP antag: -3; CHRM5 antagonist: 12; M1 PAM parental: -5; M5 ag: -4; M4 PAM: -3; CHRM5 PAM: -3

Results for Cc1cccc(C)c1NC(=O)CN(c1ccccn1)S(=O)(=O)c1ccccc1 ?
CRFBP-R2 agonist: 0.1; TAAR1 antagonist: 6; TAAR1 agonist: 1; CRFR2-BP antag: 1; CHRM5 antagonist: 17; M1 PAM parental: 6; M5 ag: -3; M4 PAM: 6; CHRM5 PAM: -6

How did CCN(CC(=O)NCc1ccc(F)cc1)Cc1nc2cc(Cl)ccc2c(=O)[nH]1 do in these assays?
CRFBP-R2 agonist: -1.7; TAAR1 antagonist: 4; TAAR1 agonist: 6; CRFR2-BP antag: -10; CHRM5 antagonist: 6; M1 PAM parental: -6; M5 ag: 1; M4 PAM: 4; CHRM5 PAM: 0

What do the screens show for `CC(=O)Oc1ccc(C(=O)Nc2ccccc2C(=O)N2CCCC2)cc1`?
CRFBP-R2 agonist: -1.6; TAAR1 antagonist: -5; TAAR1 agonist: 0; CRFR2-BP antag: 19; CHRM5 antagonist: -4; M1 PAM parental: 2; M5 ag: -2; M4 PAM: 5; CHRM5 PAM: 4

What do the screens show for `CC(=O)N1CCN(C(=O)CCC(=O)O)CC1`?
CRFBP-R2 agonist: 0.8; TAAR1 antagonist: -7; TAAR1 agonist: 1; CRFR2-BP antag: -9; CHRM5 antagonist: -14; M1 PAM parental: 24; M5 ag: 5; M4 PAM: -5; CHRM5 PAM: 12

What do the screens show for `CS(=O)(=O)N1CCCC(C(=O)NCc2ccc(F)cc2Cl)C1` (stereo unspecified)?
CRFBP-R2 agonist: -0.5; TAAR1 antagonist: -2; TAAR1 agonist: 2; CRFR2-BP antag: 6; CHRM5 antagonist: 3; M1 PAM parental: 17; M5 ag: 0; M4 PAM: -1; CHRM5 PAM: -1

Results for COc1ccc(N2Cc3ccccc3/C2=N\C(=O)Nc2ccccc2)cc1 ?
CRFBP-R2 agonist: 1.2; TAAR1 antagonist: -23; TAAR1 agonist: 0; CRFR2-BP antag: -3; CHRM5 antagonist: -2; M1 PAM parental: 9; M5 ag: -3; M4 PAM: 4; CHRM5 PAM: 6

Results for Cc1ccc(S(=O)(=O)N(Cc2ccccc2)Cc2ccco2)cc1 ?
CRFBP-R2 agonist: 1.2; TAAR1 antagonist: 32; TAAR1 agonist: 0; CRFR2-BP antag: -10; CHRM5 antagonist: 7; M1 PAM parental: -4; M5 ag: -5; M4 PAM: 0; CHRM5 PAM: -9

What do the screens show for `COc1cc(C(=O)CSc2nccn2C)cc(OC)c1OC`?
CRFBP-R2 agonist: -0.5; TAAR1 antagonist: 1; TAAR1 agonist: -1; CRFR2-BP antag: 4; CHRM5 antagonist: 11; M1 PAM parental: 2; M5 ag: -1; M4 PAM: 6; CHRM5 PAM: -5

Results for Cc1ccc(C)c(NC(=O)C2CC(O)CN2C(=O)OCc2ccccc2)c1 (stereo unspecified) ?
CRFBP-R2 agonist: -1.0; TAAR1 antagonist: -3; TAAR1 agonist: 15; CRFR2-BP antag: -2; CHRM5 antagonist: -5; M1 PAM parental: -2; M5 ag: -4; M4 PAM: 12; CHRM5 PAM: 5

What do the screens show for `Cc1ccc(C(C)C)c(OCCSc2nc3ccccc3n2CC(=O)O)c1`?
CRFBP-R2 agonist: -0.9; TAAR1 antagonist: -4; TAAR1 agonist: 8; CRFR2-BP antag: 9; CHRM5 antagonist: 14; M1 PAM parental: 2; M5 ag: -4; M4 PAM: 1; CHRM5 PAM: -9

Results for O=C(CN1CCc2cc3c(cc2C1)OCCCO3)Nc1ccc(S(=O)(=O)N2CCCC2)cc1 ?
CRFBP-R2 agonist: 0.3; TAAR1 antagonist: -3; TAAR1 agonist: 8; CRFR2-BP antag: -4; CHRM5 antagonist: 3; M1 PAM parental: 15; M5 ag: -10; M4 PAM: -14; CHRM5 PAM: -3

What do the screens show for `CCN(CC(=O)Nc1ccccc1C(F)(F)F)C(=O)c1ccc(N2CCCC2=O)cc1`?
CRFBP-R2 agonist: -1.5; TAAR1 antagonist: -6; TAAR1 agonist: 8; CRFR2-BP antag: 1; CHRM5 antagonist: 0; M1 PAM parental: 7; M5 ag: 5; M4 PAM: 5; CHRM5 PAM: -2

What do the screens show for `CCOC(=O)c1ccc(NC(=O)Cn2nnc(-c3ccccc3F)n2)cc1`?
CRFBP-R2 agonist: 1.7; TAAR1 antagonist: -24; TAAR1 agonist: 7; CRFR2-BP antag: -25; CHRM5 antagonist: 1; M1 PAM parental: 16; M5 ag: 3; M4 PAM: 3; CHRM5 PAM: -6

Results for COCCN(C(=O)CNC(=O)c1ccco1)C(C(=O)NC1CCCC1)c1ccccc1F (stereo unspecified) ?
CRFBP-R2 agonist: 0.2; TAAR1 antagonist: -10; TAAR1 agonist: 2; CRFR2-BP antag: 10; CHRM5 antagonist: 8; M1 PAM parental: 3; M5 ag: -1; M4 PAM: -1; CHRM5 PAM: -1

How did COc1ccc(CC(=O)Nc2nc3n(n2)C(c2ccccc2)CC(=O)N3)cc1OC (stereo unspecified) do in these assays?
CRFBP-R2 agonist: 0.5; CRFR2-BP antag: 22; CHRM5 antagonist: 2; M1 PAM parental: 11; M5 ag: -1; M4 PAM: 0; CHRM5 PAM: -2

What do the screens show for `O=C(COC(=O)c1ncc(Cl)c(Cl)c1Cl)Nc1cccnc1Cl`?
CRFBP-R2 agonist: -3.2; TAAR1 antagonist: -12; TAAR1 agonist: 6; CRFR2-BP antag: 6; CHRM5 antagonist: 13; M1 PAM parental: -31; M5 ag: 1; M4 PAM: 8; CHRM5 PAM: -5

How did O=C(CSc1nc(=O)n2ccccc2n1)Nc1ccc2c(c1)OCCO2 do in these assays?
CRFBP-R2 agonist: -0.2; TAAR1 antagonist: -4; TAAR1 agonist: 3; CRFR2-BP antag: -3; CHRM5 antagonist: 14; M1 PAM parental: -12; M5 ag: 1; M4 PAM: 1; CHRM5 PAM: -3

Results for Cc1cnc(C(=O)OCC(=O)Nc2ccc(C)c(S(=O)(=O)N3CCCCCC3)c2)cn1 ?
CRFBP-R2 agonist: -0.2; TAAR1 antagonist: -5; TAAR1 agonist: 3; CRFR2-BP antag: -13; CHRM5 antagonist: -1; M1 PAM parental: 18; M5 ag: 5; M4 PAM: 4; CHRM5 PAM: 4

Results for O=C(Nc1ccc(Br)cc1Br)C1CC(=O)N(Cc2ccccc2)C1 (stereo unspecified) ?
CRFBP-R2 agonist: -3.5; TAAR1 antagonist: -11; TAAR1 agonist: -1; CRFR2-BP antag: 3; CHRM5 antagonist: -16; M1 PAM parental: -24; M5 ag: 0; M4 PAM: -7; CHRM5 PAM: 8

How did O=C(O)C(Cc1c[nH]c2ccccc12)NS(=O)(=O)c1ccc2ccccc2c1 (stereo unspecified) do in these assays?
CRFBP-R2 agonist: -0.2; TAAR1 antagonist: -18; TAAR1 agonist: 5; CRFR2-BP antag: 1; CHRM5 antagonist: -13; M1 PAM parental: -5; M5 ag: -2; M4 PAM: 20*; CHRM5 PAM: 7

What do the screens show for `CC(=O)Oc1ccc(C(=O)Nc2cccc(NC(=O)c3ccco3)c2)cc1`?
CRFBP-R2 agonist: -0.9; TAAR1 antagonist: 27; TAAR1 agonist: 10; CRFR2-BP antag: 21; CHRM5 antagonist: 7; M1 PAM parental: -23; M5 ag: 1; M4 PAM: -10; CHRM5 PAM: -8

Results for NC(=O)c1ccccc1N(Cc1ccccc1)S(=O)(=O)c1ccccc1 ?
CRFBP-R2 agonist: -1.4; TAAR1 antagonist: -6; TAAR1 agonist: 1; CRFR2-BP antag: -20; CHRM5 antagonist: -12; M1 PAM parental: -6; M5 ag: -1; M4 PAM: -3; CHRM5 PAM: 7

What do the screens show for `C[C@H]1CN([C@@H](C)CO)C(=O)c2cc(Br)cnc2O[C@@H]1CN(C)C(=O)c1ccncc1`?
CRFBP-R2 agonist: 0.8; TAAR1 antagonist: 13; TAAR1 agonist: 1; CRFR2-BP antag: 14; CHRM5 antagonist: -4; M1 PAM parental: 11; M5 ag: 0; M4 PAM: 1; CHRM5 PAM: 2

What do the screens show for `Cc1ccc(Nc2nc(NCCO)nc3c2cnn3C)cc1Cl`?
CRFBP-R2 agonist: 0.3; TAAR1 antagonist: 4; TAAR1 agonist: 38*; CRFR2-BP antag: 8; CHRM5 antagonist: -8; M1 PAM parental: 8; M5 ag: -4; M4 PAM: -6; CHRM5 PAM: -3

How did Cc1cccc(NC(=O)CCNS(=O)(=O)c2cccc3nsnc23)c1 do in these assays?
CRFBP-R2 agonist: -2.5; TAAR1 antagonist: 2; TAAR1 agonist: 1; CRFR2-BP antag: 0; CHRM5 antagonist: -6; M1 PAM parental: 24; M5 ag: -2; M4 PAM: -1; CHRM5 PAM: 4

Compound activity (PubChem)
